# Bioassay records as filed in PubChem.
# RAD52 inh: RAD52 DNA annealing inhibitors, primary screen, biochemical, FRET, single point, set 2; DNA repair protein RAD52 homolog (Homo sapiens), P43351; recombinant RAD52 DNA annealing, FRET fluorescence; inhibition, % at 18.7 µM; hit rate 0.46% among 360,000; AID 651710, 2012;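 active = every replicate showing at least 50% inhibition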
# Target sequence (P43351 whole entry, looked up): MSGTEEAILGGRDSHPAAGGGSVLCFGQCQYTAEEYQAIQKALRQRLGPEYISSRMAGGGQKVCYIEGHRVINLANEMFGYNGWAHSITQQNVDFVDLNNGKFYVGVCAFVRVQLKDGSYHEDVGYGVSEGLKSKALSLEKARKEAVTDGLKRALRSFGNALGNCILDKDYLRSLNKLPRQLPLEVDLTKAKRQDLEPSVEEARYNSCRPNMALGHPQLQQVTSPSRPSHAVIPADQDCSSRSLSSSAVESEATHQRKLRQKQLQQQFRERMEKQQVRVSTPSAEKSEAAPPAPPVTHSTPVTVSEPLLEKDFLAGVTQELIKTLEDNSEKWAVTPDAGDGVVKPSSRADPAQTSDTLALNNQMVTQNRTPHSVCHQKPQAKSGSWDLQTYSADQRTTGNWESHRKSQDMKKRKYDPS
# ERp5 inh: inhibitors of ERp5-driven insulin aggregation, primary screen, biochemical, turbidity, absorbance 650 nm, single point. Protein disulfide-isomerase A6 (Homo sapiens), Q15084. hit rate 0.05% among 350,000. inhibition, % at 9.99 µM. 90 min;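 active = mean replicate inhibition above about 25%, with every replicate also reaching it, limit read from the data, passing the limit was not always enough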
# Target sequence (Q15084 whole entry, looked up): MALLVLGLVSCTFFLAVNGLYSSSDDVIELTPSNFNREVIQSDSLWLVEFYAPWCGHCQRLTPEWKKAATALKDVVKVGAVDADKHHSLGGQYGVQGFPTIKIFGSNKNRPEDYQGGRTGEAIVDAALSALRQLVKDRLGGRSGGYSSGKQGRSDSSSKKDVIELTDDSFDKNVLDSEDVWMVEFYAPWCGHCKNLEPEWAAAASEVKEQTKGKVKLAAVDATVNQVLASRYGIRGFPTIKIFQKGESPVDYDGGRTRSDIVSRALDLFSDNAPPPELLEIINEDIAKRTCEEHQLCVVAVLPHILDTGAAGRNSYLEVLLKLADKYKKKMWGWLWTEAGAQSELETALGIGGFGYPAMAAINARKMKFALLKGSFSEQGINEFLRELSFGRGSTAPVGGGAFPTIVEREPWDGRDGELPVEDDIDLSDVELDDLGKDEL
# S100A4 MyoIIA: inhibitors of S100A4-myosin IIA peptide binding, primary screen, biochemical, fluorescence polarization, TAMRA-MyoIIA peptide | hit rate 0.14% among 360,000 | inhibition, % at 10.7 µM;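 active = mean inhibition of at least 70% across replicates, with every replicate also reaching that level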
# Target sequence (P26447 whole entry, looked up): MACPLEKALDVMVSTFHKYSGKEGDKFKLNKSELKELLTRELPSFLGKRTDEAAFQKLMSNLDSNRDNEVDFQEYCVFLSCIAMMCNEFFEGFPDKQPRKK
#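 Material: human S100A4 monomer with TAMRA-labelled myosin IIA peptide; buffer or medium: HEPES pH 7.2 with CaCl2, KCl, NaCl, DTT, Triton; compound dosing: one concentration per compound; schedule: 5 min incubation before reading; benchmarks: neutral control DMSO, positive control TFP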
# E-selectin induc: E-selectin induction in HUVECs, primary screen, imaging, HUVEC, immunofluorescence imaging, single point. normalized: neutral wells 0, TNF-alpha wells 100. activation, % at 7.58 µM. hit rate 0.37% among 260,000. AID 686992, 2013;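 active = mean E-selectin-positive cell signal at least 10% of the positive control, reached in at least 60% of replicates, without over 20% cell loss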;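 also: in these data hits start at about 27%; measured in HUVEC primary endothelial cells; signal is the percent of cells scored E-selectin positive by PE staining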
#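 Test system – human umbilical vein endothelial cells (HUVEC), E-selectin induction · Input – 3,000 HUVEC seeded per well · Buffer or medium – EGM-2, gelatin · Compound dosing – single-point compound dose · Detection – immunofluorescence imaging · Measure – percent E-selectin-positive cells · Controls – TNF-alpha high, DMSO low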
# esBAF inh: Bmi1 luciferase reporter increase in mESCs, primary screen, esBAF inhibitor project, mouse ES cells, Bmi1 luciferase knock-in, single point. reporter increase, % at 12.5 µM. hit rate 2% among 350,000. 24 h; 100% = twice the neutral-well signal; in the data active = activation above about 40%;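 also: 0% = median of the plate's neutral control wells and 100% = double that signal; a rise in the Bmi1 reporter signal indicates esBAF inhibition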
# ERAP1 HTS inh: human ERAP1 aminopeptidase inhibitors, primary screen, biochemical, single point, plate reader; Endoplasmic reticulum aminopeptidase 1 (Homo sapiens), Q9NZ08; recombinant ERAP1, Leu-AMC fluorescence, 60 min; inhibition, % at 10.7 µM; hit rate 0.15% among 340,000;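 active = mean replicate inhibition of at least 30%, or all replicates individually reaching that 30% level; inactive = mean below 30% and not every replicate reaching it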;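 also: 0% = neutral control wells and 100% = L-leucinethiol positive control wells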
# RAD54 inh: inhibitors of human RAD54 branch migration, primary screen, biochemical, fluorescence, single point; DNA repair and recombination protein RAD54-like (Homo sapiens), Q92698; RAD54 Holliday junction branch migration, FAM/BHQ fluorescence; inhibition, % at 10.4 µM; hit rate 0.14% among 360,000;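 active = mean normalized replicate activity at least 40 and at least half of replicates scoring 40 or more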;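 also: 0% = median of neutral control wells and 100% = median of positive control wells; inhibitors cause a drop in the FAM fluorescence signal; in these data hits start at about 50%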
# XiGFP reactiv: activators of inactive X chromosome reactivation, primary screen, imaging, XiGFP fibroblasts, GFP high-content imaging, set 2; XiGFP mouse fibroblasts, % GFP-positive cells imaging, 3 d; cells co-treated with 5-aza-dC sensitizer; scaled so ellipticine positive control = 100%; activation, % at 7.58 µM; hit rate 0.055% among 360,000; AID 743238, 2013;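 active = mean normalized replicate activation at least 10% and every replicate at or above 10%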;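 also: 0% = median of on-plate neutral control wells and 100% = ellipticine 6 µM median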
#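 Schedule: 3 d treatment, 15 min room-temperature fixation; system: 68-5-11 XiGFP fibroblast line; buffer or medium: DMEM plus 5-aza-dC sensitizer; control set: ellipticine 6 µM positive control; compound: one concentration, pinned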
# Starred values were filed as active, the others as inactive; i = inactive; . = no result given; & = joins results of further samples. Rows are unselected, and some 2.5% of all compounds hit somewhere here.
SMILES,RAD52 inh,ERp5 inh,S100A4 MyoIIA,E-selectin induc,esBAF inh,ERAP1 HTS inh,RAD54 inh,XiGFP reactiv
CCn1c(=S)sc2c(=O)n(CC(=O)Nc3ccccc3)c(C)nc21,-7.0,6.2,-8.3,0.1,1.4,-0.5,3.6,0.0
CC=Cc1ccc2n(c1=O)C[C@H]1[C@H](CO)[C@@H](C(=O)NCc3ccc(F)cc3)[C@@H]2N1S(C)(=O)=O (mixture of isomers),-11.4,-1.4,0.6,0.1,-5.4,1.2,2.7,0.0
Cc1cc(C(=O)Nc2cccc3c2O[C@@H](CN(C)Cc2ccc(C(=O)Nc4ccccc4N)cc2)[C@H](C)CN([C@@H](C)CO)C3=O)n(C)n1,-2.8,1.0,2.2,-0.1,1.1,-0.9,-3.5,-0.8
COc1ccc(NC(=O)N2CCC3(CC2)CN(C(=O)CN2CCOCC2)[C@@H](CO)c2[nH]c4cc(OC)ccc4c23)cc1,0.5,8.9,13.5,0.1,.,0.1,.,0.0
COc1ccc2cc(-c3[nH]ncc3CN3CCCC3c3nonc3C)ccc2c1 (configuration not stated),-72.5,-8.8,-5.0,.,10.8,-3.0,-2.7,0.0
CC(C)CC1C(C#N)=C(N)SC(N)=C1C#N,i,4.0,4.3,.,1.1,4.9,-43.2,.
COCCn1c(=O)c2c(nc3n2CCCN3Cc2ccccc2)n(C)c1=O,-1.6,-2.4,2.3,.,3.6,2.3,-9.3,0.0
O=C(/C=C/c1cc(Br)ccc1F)Nc1cccnc1,-12.1,0.9,-5.3,.,19.9,0.0,-18.8,0.0
CCCCN1C(=O)C(CC(=O)NCc2cccc3ccccc23)CC(C(=O)N2CCOCC2)=C1C (configuration not stated),-3.6,0.8,17.6,-4.8,-1.1,.,-0.2,-0.1
CC(=O)NC(Cc1cccc(F)c1)C(=O)NC1CCN(c2nnnn2-c2ccccc2)CC1 (configuration not stated),-2.6,0.9,0.2,.,.,0.5,.,0.2
C[C@@H]1CN([C@H](C)CO)C(=O)Cc2cc(NC(=O)Cc3cn(C)c4ccccc34)ccc2O[C@@H]1CN(C)Cc1ccccc1,11.4,-2.9,21.9,-0.3,5.2,-0.4,-0.7,-0.1
COc1ccc(-c2cc(C(=O)N3CCCCCC3)c3ccccc3n2)c(OC)c1,-14.7,-4.6,0.4,0.0,-2.7,-2.9,-6.3,-0.1
Cc1ccccc1-c1ccc2c(c1)[C@@H]1C[C@H](N(C)C(=O)c3ccco3)[C@H]([C@H](C)O)CN1CC2,-0.9,10.7,-7.4,0.4,.,3.8,.,0.6
COc1ccccc1NS(=O)(=O)c1ccc(C(=O)N2CCCC(C)C2)cc1 (configuration not stated),-5.7,-3.9,-2.4,-0.6,10.1,-2.9,-0.1,0.4
O=C(Nc1ccc(S(=O)(=O)NC2=NCCCCC2)cc1)c1cccc(OC(F)F)c1,-7.3,9.3,1.8,0.3,-6.8,1.6,-9.1,-0.1
COC(=O)c1sc(-c2ccc(C(C)(C)C)cc2)cc1NC(=O)CCC(=O)O,-12.0,-4.3,-10.8,0.2,.,9.0,9.6,0.0
Cc1cc(C)cc(C(=O)N(Cc2ccco2)c2c(N)n(Cc3ccccc3)c(=O)[nH]c2=O)c1,-3.1,-2.9,9.7,-0.3,-1.6,-3.6,-10.8,-0.1
C[C@H]1CN([C@@H](C)CO)C(=O)c2cccc(NC(=O)C3CC3)c2O[C@H]1CN(C)C(=O)Nc1ccc2c(c1)OCO2,10.5&-11.1,3.0&-3.2,-2.1&-0.2,-0.2&-0.6,-2.3&-1.9,1.7&-1.8,-2.0&-15.4,0.0&0.0
COc1ccc(NCc2cccnc2)cc1,-5.4,-2.0,3.2,.,1.1,5.2,2.1,0.0
COC(=O)[C@@]1(Cc2ccc(F)cc2)[C@H]2c3cc(C(=O)N(C)C)n(Cc4nc5ccccc5[nH]4)c3C[C@H]2CN1C(=O)c1ccccc1,-57.8,-3.5,-3.0,-0.2,.,-0.2,.,0.0
C[C@@H]1CN([C@H](C)CO)C(=O)Cc2cc(NC(=O)Nc3ccc(F)cc3)ccc2O[C@H]1CN(C)C(=O)Nc1cccc2ccccc12,-20.5,4.2,0.8,0.1,1.1,3.8,3.0,-0.2
C[C@@H]1CN([C@@H](C)CO)C(=O)c2cc(/C=C/c3ccccc3)cnc2O[C@@H]1CN(C)Cc1ccccc1,17.4,-5.0,12.3,0.2,-2.1,3.6,1.2,-0.4
COc1ccc(C)cc1NC(=O)CN(C)S(=O)(=O)c1ccc2c(c1)CC(C)N2C(C)=O (configuration not stated),-8.6,6.2,-3.9,.,-1.6,0.0,2.9,0.0
COc1cccc(N/C=C/C(=O)c2ccc(Cl)cc2)c1,-61.1,-0.2,-1.0,.,21.8,1.0,-5.4,0.0
C[C@H]1CN([C@@H](C)CO)S(=O)(=O)c2ccc(C3=CCCC3)cc2O[C@H]1CN(C)Cc1ccccn1,-27.0,1.5,-9.4,-0.9,-0.8,3.2,4.1,-1.2
CC(C)(C)CC(=O)O/N=C(\N)c1ccncc1,-6.6,8.2,-1.3,2.2,.,-3.0,.,0.0
CCN1C(=O)CCCc2ccccc21,-21.0,-1.6,-2.0,.,-6.3,-1.1,-3.0,0.1
COc1cc2ccccc2cc1C(=O)NC1CCCCC1,-5.8,-1.3,-16.9,.,45.5*,-5.5,4.2,0.0
CCC(C)(NC(=O)c1ccc2c(c1)OCO2)C(=O)NC1CCCCC1 (configuration not stated),-15.4,0.7,8.7,2.3,1.7,-3.6,-0.5,0.1
Cc1ccc(NC(=O)COC(=O)c2cc(Cl)ccc2[N+](=O)[O-])c(C)c1,6.9,2.4,10.9,3.4,.,-2.7,.,-0.1
CCn1nc(C)c(NC(=O)Nc2cccc(Cl)c2Cl)c1C,-5.9,-6.1,-2.4,3.5,.,-1.3,.,0.1
O=C(c1cc2cc(Br)ccc2s1)N1CCOCC1,16.3,-7.5,-1.8,.,.,5.3,.,0.0
NC(=O)c1[nH]cnc1N,-10.4&-6.2,1.5&5.1,-5.2&-4.5,0.0,1.7&-7.3,4.2&-2.8,-9.2&-7.2,0.1&-0.1
COCc1c(C(=O)OCC(=O)N(C)C2CCS(=O)(=O)C2)oc2ccccc12 (configuration not stated),-5.5,3.4,-27.8,-0.3,-8.9,-2.2,6.8,0.3
CC(=O)c1cn(N2CCCCC2)c(=O)[nH]c1=O,-10.9,-2.4,-1.2,-1.8,-3.0,0.1,5.5,-0.1
COc1ccccc1N(CC(=O)Nc1ccc(C(F)(F)F)cc1)S(C)(=O)=O,-19.8,0.6,13.0,0.0,.,-4.3,.,0.0
O=C(O)c1ccc(OCCOc2ccccc2)cc1,-13.1,-5.6,-1.3,0.0,5.5,-11.2,9.1,0.2
COCCCNC(=O)C[C@@H]1C[C@@]2(C(=O)OC)CCCCC=C2N(CCc2ccc(OC)c(OC)c2)C1=O,7.8,2.3,-3.8,-0.1,.,3.3,.,0.2
Cc1c(C(=O)N/N=C/c2ccccc2)[nH]c2c([N+](=O)[O-])cccc12,-9.7,3.8,0.3,0.1,-9.1,-3.6,-8.4,0.5
CSc1n[nH]c2nc3c(c(=O)n12)C1(CCCC1)Cc1ccccc1-3,4.6,1.3,-6.4,-2.6,.,0.0,0.4,-0.3
C#CC[N+]1(CC#Cc2ccccc2)CCCCC1,-13.0,-5.1,-9.5,-0.1,.,2.8,.,0.3
CO[C@H]1CN(C)C(=O)c2cc(NC(=O)Nc3ccc(Cl)cc3)ccc2OC[C@H](C)N(C)C[C@@H]1C,8.4,1.7,4.3,-0.1,2.7,0.0,8.7,-0.4
C[C@@H]1CN([C@@H](C)CO)C(=O)c2cccc(NC(=O)c3cnccn3)c2O[C@H]1CN(C)S(C)(=O)=O,-1.4,2.6,5.1,-1.8,-3.3,1.2,2.9,0.1
COc1cc(C(=O)N2CCC3(CC2)NCCc2[nH]cnc23)cc(OC)c1OC,0.0,1.9,-2.0,.,-0.4,-3.2,10.8,0.0
C[C@H](CO)N1C[C@H](C)[C@@H](CN(C)C(=O)Nc2ccc(F)cc2)Oc2c(NC(=O)C3CCOCC3)cccc2C1=O,-0.8,-4.2,-1.2,18.3,4.5,1.8,5.4,0.2
O=C(N/N=C/C=C/c1ccccc1)c1ccccn1,-15.0,-1.5,5.0,-0.1,36.7,0.8,.,0.4
Cc1ccc2[nH]c(=O)c3cc(C(=O)NCCC(C)C)sc3c2c1,-15.5,4.2,-3.9,-1.7,-4.0,-1.3,-5.4,0.0
CC(=O)N1CCc2c(sc(NC(=O)c3ccc([N+](=O)[O-])o3)c2C#N)C1,-6.4,3.6,1.0,.,.,27.1,-12.2,0.0

# Some of these compounds in order of the RAD52 inh value, high to low:
Compound,RAD52 inh
O=C(c1cc2cc(Br)ccc2s1)N1CCOCC1,16.3
CSc1n[nH]c2nc3c(c(=O)n12)C1(CCCC1)Cc1ccccc1-3,4.6
Cc1ccc2[nH]c(=O)c3cc(C(=O)NCCC(C)C)sc3c2c1,-15.5

# Additional structures follow:
SMILES,RAD52 inh,ERp5 inh,S100A4 MyoIIA,E-selectin induc,esBAF inh,ERAP1 HTS inh,RAD54 inh,XiGFP reactiv
Cc1nn(C)c(C)c1C(=O)NN,-7.0,-4.0,2.9,.,-6.8,-27.5,-0.3,.
O=C(Cc1ccc(F)cc1)N[C@@H]1c2ccccc2CC[C@@H]1O,-7.8,0.7,-5.1,0.0,-4.5,-0.7,-2.4,-0.2
O=C(Nc1cc(-c2nc3ncccc3o2)ccc1Cl)c1cccs1,-17.9,-5.8,-18.4,0.5,.,1.6,1.6,0.4
O=[N+]([O-])c1cc(S(=O)(=O)Oc2ccccc2)ccc1Cl,-1.4,-0.8,-1.3,-0.3,.,0.4,.,0.0
O=C(Cc1ccccn1)NCC[C@H]1CC[C@H](NS(=O)(=O)c2ccc(F)cc2)[C@@H](CO)O1,-28.5,5.3,-3.9,-2.0,3.8,2.1,8.1,0.1
O=C(NC(=S)Nc1ccc(CN2CCOCC2)cc1)c1ccc([N+](=O)[O-])cc1Cl,-10.5,-2.8,0.7,.,.,1.7,.,0.2
COCc1cc(N2CCN(C(=O)OC(C)(C)C)C[C@@H]2C)ccc1N1CC[C@H](O)C1,-2.4,3.1,-2.9,-0.2,.,5.1,.,0.3
CC/C(=N\NC(=S)NC(C)C)c1ccc(OC)c(OC)c1,-6.5,-3.4,0.8,.,.,1.0,.,0.2
Cc1ccc(S(=O)(=O)Nc2ccc3c(c2)C(=O)N([C@@H](C)CO)C[C@@H](C)[C@H](CN(C)C)OCCCC[C@@H](C)O3)cc1,-18.0,1.7,-0.4,-0.2,-3.5,-1.2,6.3,0.0
Cc1ccc(S(=O)(=O)Nc2ccc3c(c2)C(=O)N([C@@H](C)CO)C[C@H](C)[C@H](CN(C)C(=O)Nc2ccc(C(F)(F)F)cc2)O3)cc1,-11.1,-3.1,4.1,0.1,-7.1,3.4,-2.8,-0.4
O=C(O)CCCC(=O)Nc1ccc(N=Nc2ccccc2)cc1,-18.5,-3.2,2.8,0.0,.,1.1,.,0.3
